# Screening data (PubChem BioAssay)
# NTMT1 inhibitor: Primary qHTS for Inhibitors of N-terminal methyltransferase 1 (NTMT1): MTaseGlo Assay; N-terminal Xaa-Pro-Lys N-methyltransferase 1 (Homo sapiens), Q9BV86; NTMT1 MTase-Glo SAH luminescence, purified enzyme; Potency, µM (series often up to 114 µM), for the others: top-dose activity change, negative = inhibition, usual class: inhibitors; 59,000 compounds, 2.5% hits;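 further: potency means the concentration at half of the fitted maximal effect; plate controls were DMSO vehicle for no effect and no enzyme for full effect; nearly all actives have a fitted effect of over 65% in size; many of its hits are not listed in these tables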
# p53null 39C tox: qHTS Screen for Compounds that Selectively Target Cancer Cells with p53 Mutations: Cytotoxicity of p53 Null Cells at the Nonpermissive Temperature. H1299 p53-null (neo) cells, 39C, ATPlite viability, 24 h. Potency, µM (titrated, usually from 46.1 µM), inactives show at the highest dose activity, negative = cell killing, hits mostly cytotoxic. 55,000 compounds, 0.97% hits. AID 904, 2007;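 further: potency means the concentration at half of the fitted maximal effect; 0% = DMSO only and -100% = full killing by 100 µM tamoxifen; nearly all actives have a fitted effect of over 50% in size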
#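 Luminescent ATP signal reported cell survival after H1299 lines (neo, p53 null; or p53 A138V) received up to 46 uM compound and 24 hr incubation at 39C.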
# B2AR arrestin ag: qHTS assay of beta-arrestin-biased ligands of beta2-adrenergic receptor: NCGC Sytravon Library Screen | HTLA Tango cells, beta-arrestin recruitment, luciferase luminescence, 18 h | Beta-2 adrenergic receptor (Homo sapiens), P07550 | 44,000 tested, under 10 active | Potency, µM (highest dose often 46.1 µM), without a hit: top-dose activation, usual class: activators;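 further: potency means the concentration at half of the fitted maximal effect; 0% = DMSO and full agonism = EC100 isoproterenol or metaproterenol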
#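 Tango cell line, 1% FBS DMEM; cpd titration up to 46 microM; 18 hr, 37 degrees C, 5% CO2. Luciferin/ATP substrate mix added, 15 min RT, luminescence. %Activity, CRC fitting, curve-class categorization.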
# GALK inh: qHTS Assay for Inhibitors of Human Galactokinase (GALK): NCGC Sytravon Library Screen; 44,000 tested, under 10 active; recombinant GALK, Kinase-Glo ATP luminescence, 1 h; Potency, µM (doses to about 57.5 µM), for inactives: at the highest dose activity, negative = inhibition, hits mostly inhibitors; P51570;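 further: plate controls were full GALK reaction for no effect and reaction lacking GALK for full effect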
# Target sequence (P51570 whole entry, looked up): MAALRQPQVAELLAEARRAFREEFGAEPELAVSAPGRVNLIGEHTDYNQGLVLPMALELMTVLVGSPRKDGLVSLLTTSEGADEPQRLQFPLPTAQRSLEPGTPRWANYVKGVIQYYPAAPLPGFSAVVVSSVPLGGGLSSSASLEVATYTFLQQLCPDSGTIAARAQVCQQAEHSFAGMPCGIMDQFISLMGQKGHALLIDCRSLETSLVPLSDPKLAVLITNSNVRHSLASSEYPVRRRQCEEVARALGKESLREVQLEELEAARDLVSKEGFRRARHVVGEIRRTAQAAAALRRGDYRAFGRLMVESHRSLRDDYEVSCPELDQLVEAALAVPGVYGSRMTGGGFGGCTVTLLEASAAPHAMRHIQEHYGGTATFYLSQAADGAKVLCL
#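 Reactions with and without enzyme served as controls. GALK at 5 nM phosphorylates 100 uM galactose using 35 uM ATP (HEPES pH 8.0, Mg2+) for 1 h at RT, with luminescence read 10 min after adding Kinase-Glo Plus.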
# TSG101-PTAP inh: qHTS Validation Assay for Inhibitors of HIV-1 Budding by Blocking the Interaction of PTAP/TSG101: Sytravon Library Screen; Fluorescence polarization, FITC-PTAP peptide/Tsg101, 20 min; Potency, µM (series often up to 115 µM), inactives show top-dose activity change, negative = inhibition, hits mostly inhibitors; 44,000 tested, under 10 active; further: potency means the concentration at half of the fitted maximal effect; 0% is about no effect
#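 Fluorescence polarization: Tsg101 binding domain (10 uM final) in 10 mM HEPES pH 7.5, 0.15 M NaCl, 0.01% Tween 20, 3 mM EDTA, 0.1 mM TCEP; compounds pinned; FITC-PTAP peptide 50 nM final; 20 min, r.t.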
# p53null 32C kill: qHTS Screen for Compounds that Selectively Target Cancer Cells with p53 Mutations: Cytotoxicity of p53 Null Cells at the Permissive Temperature. Potency, µM (highest dose often 46.1 µM), for the others: top-dose activity change, negative = cytotoxicity, usual class: cytotoxic. H1299-neo p53 null cells, ATP luminescence, 24 h, 32C. 55,000 compounds, 0.62% hits;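 further: potency means the concentration at half of the fitted maximal effect; 0% = DMSO only and -100% = full killing by 100 µM tamoxifen; nearly all actives have a fitted effect of over 55% in size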
#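 Cytotoxicity: H1299-neo (no p53), 32C, 24 h treatment. Concentrations up to 46 uM. Readout cellular ATP, luminescence. Normalization to DMSO basal and tamoxifen 100 uM maximal kill.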
# FH mod: Identification of activators of human fumarate hydratase by quantitative high-throughput screening. Fumarate hydratase, mitochondrial (Homo sapiens), P07954. FH coupled MDH/diaphorase resazurin fluorescence, 15 min. Potency, µM (top dose mostly 79.9 µM), for the others: at the top dose activity change, negative = inhibition, usual class: inhibitors. 54,000 compounds, 0.22% hits. AID 1347055, 2019; further: potency means the concentration at half of the fitted maximal effect; on the % scale 0 is the no-effect control and ±100 the full control effect; the screen sought activators but most active calls are inhibition curves; nearly all actives have a fitted effect of over 45% in size
# Target sequence (P07954 whole entry, looked up): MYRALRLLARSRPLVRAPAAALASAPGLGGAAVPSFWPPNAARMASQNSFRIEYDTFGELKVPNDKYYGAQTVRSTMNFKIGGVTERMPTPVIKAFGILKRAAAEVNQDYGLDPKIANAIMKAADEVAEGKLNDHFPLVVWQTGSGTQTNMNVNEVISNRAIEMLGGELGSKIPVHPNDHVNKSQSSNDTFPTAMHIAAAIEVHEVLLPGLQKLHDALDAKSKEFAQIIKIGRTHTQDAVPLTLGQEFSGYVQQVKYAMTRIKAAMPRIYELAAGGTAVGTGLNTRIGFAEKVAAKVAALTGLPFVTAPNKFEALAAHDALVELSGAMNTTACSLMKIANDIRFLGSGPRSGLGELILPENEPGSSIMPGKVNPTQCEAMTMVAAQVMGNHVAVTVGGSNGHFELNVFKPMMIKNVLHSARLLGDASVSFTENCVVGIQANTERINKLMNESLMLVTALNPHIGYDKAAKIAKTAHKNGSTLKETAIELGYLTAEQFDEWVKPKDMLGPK
# * hit, by the source's call; ? = inconclusive; · = not tested or not shown; [ ] = dose if it differs, or a comment. The call rests on the fitted dose curve; in most records, active means well fitted curve in the direction sought with a large enough effect; inconclusive means small, poorly fitted or top-dose-only effect, or another doubt; inactive means no such curve, though single readings can be large; an effect the other way counts as inactive or inconclusive.
item	compound	NTMT1 inhibitor	p53null 39C tox	B2AR arrestin ag	GALK inh	TSG101-PTAP inh	p53null 32C kill	FH mod
1	COc1ccc(NC(=O)CN(C)S(=O)(=O)c2ccc3c(c2)CCCN3C(C)=O)cc1	-2%	20%	0%	3%	-3%	0%	-3%
2	O=C(Nc1ccc(Br)cc1)c1ccc(Br)c(S(=O)(=O)N2CCCCC2)c1	1%	21%	0%	?	0%	-9%	-15%
3	Cc1ccc(Cl)cc1N1CCN(C(=O)c2ccc(CS(=O)(=O)c3ccc(Br)cc3)o2)CC1	11%	15%	1%	2%	-9%	-4%	-18%
4	CCc1ccc(-c2nc3c(c(SCc4ccccc4F)n2)Cc2c(CO)cnc(C)c2O3)cc1	4%	-19%	-1%	0%	-1%	4%	1%
5	COC(=O)c1cccc(CN2C(=O)SC(Nc3ccccc3C)C2=O)c1 (configuration not stated)	?	1%	0%	2%	3%	-2%	?
6	Cc1ccc(CCNC(=O)c2ccc3nc(N4CCC(C)CC4)sc3c2)cc1	1%	-16%	-2%	-1%	-1%	7%	1%
7	O=c1c2sc3ccccc3c2n(Cc2ccc(F)cc2)c(=O)n1Cc1ccco1	3%	-4%	1%	0%	-5%	-3%	1%
8	COc1ccc(Cl)cc1NC(=O)CSc1c2c(nc3ccccc13)CCC2	2%	61%[activator]	0%	0%	18%	12%	?
9	O=C(CSc1nccn1Cc1ccc(Cl)cc1)Nc1ccc2c(c1)OCO2	?	20%	-1%	3%	-1%	1%	-9%
10	Cc1ccc(-c2noc(CSc3nnc(C)n3-c3ccc(C)c(C)c3)n2)cc1	-3%	50%[activator]	7%	-3%	-3%	33%[activator]	-10%
11	CCn1nc(C)c2c(-c3ccccc3)cc(=O)n(C(C)C(=O)Nc3cc(C)ccc3C)c21 (configuration not stated)	-1%	7%	-1%	0%	2%	-3%	-4%
12	Cc1noc(/C=C/N(C)C)c1S(=O)(=O)N1CCCC(C(=O)Nc2ccc(F)cc2F)C1 (configuration not stated)	-1%	18%	-2%	-9%	10%	36%[activator]	-16%
13	COCCCNC(=O)Cn1cnc2sc(C)c(S(=O)(=O)N3CCN(c4ccccc4OC)CC3)c2c1=O	3%	24%	1%	0%	-1%	-3%	-1%
14	CCc1ccc(NC(=O)Cn2c(=O)n(Cc3ccc4c(c3)OCO4)c(=O)c3oc4ccccc4c32)cc1	?	?	0%	5%	1%	-5%	2%
15	Cn1c(=O)c2c(-c3ccccc3)n(-c3cccc(C#N)c3)cc2n(C)c1=O	4%	-5%	-1%	2%	0%	7%	-4%
16	Cc1cc(C)cc(NC(=O)C2CCN(c3cc(C)nc4c(-c5ccc(Cl)cc5)c(C)nn34)CC2)c1	2%	-7%	-1%	-15%	-1%	-5%	-3%
17	O=C(CSc1ncc(S(=O)(=O)c2ccc(Cl)cc2)c(=O)[nH]1)Nc1ccc2c(c1)OCCO2	-5%	0%	1%	?	0%	-4%	-15%
18	Cn1c(=O)cc(OCC(=O)NCc2ccc(F)cc2Cl)c2ccccc21	3%	-3%	1%	1%	-7%	2%	-4%
19	CCc1ccc(CNCc2c(C(=O)O)n(Cc3ccc(F)cc3Cl)c3cc(OC)ccc23)cc1	-4%	?	-1%	0%	4%	19%	?
20	Cc1ccc(CNC(=O)c2c[nH]c3ccc(S(=O)(=O)N4CCOCC4)cc3c2=O)cc1	0%	8%	-2%	-3%	1%	2%	-10%
21	CCOC(=O)CC(NC(=O)CCc1c(C)nc2ncnn2c1C)c1ccc(OC(C)C)cc1 (configuration not stated)	-6%	15%	-2%	0%	-2%	8%	2%
22	O=C(C1COc2ccccc2O1)N(Cc1cccnc1)c1nc2ccc(Cl)cc2s1 (configuration not stated)	4%	9%	-2%	0%	0%	8%	-14%
23	CCc1cc2c(-c3ccccc3)cc(=O)oc2c2c1OCN(Cc1ccc(F)cc1)C2	-2%	30%[activator]	0%	1%	-7%	10%	-19%
24	CCN1CCN(c2ncc3c(n2)CCN(Cc2cc(Br)cs2)C3)CC1	?	-23%	1%	-1%	-9%	7%	-7%

# Profiles, looked up by structure. Order of screens: NTMT1 inhibitor | p53null 39C tox | B2AR arrestin ag | GALK inh | TSG101-PTAP inh | p53null 32C kill | FH mod
# O=C(CSc1ncc(S(=O)(=O)c2ccc(Cl)cc2)c(=O)[nH]1)Nc1ccc2c(c1)OCCO2 is entered as -5% | 0% | 1% | ? | 0% | -4% | -15%
# Cc1ccc(CNC(=O)c2c[nH]c3ccc(S(=O)(=O)N4CCOCC4)cc3c2=O)cc1 is entered as 0% | 8% | -2% | -3% | 1% | 2% | -10%
# O=C(C1COc2ccccc2O1)N(Cc1cccnc1)c1nc2ccc(Cl)cc2s1 (configuration not stated) is entered as 4% | 9% | -2% | 0% | 0% | 8% | -14%
# CCOC(=O)CC(NC(=O)CCc1c(C)nc2ncnn2c1C)c1ccc(OC(C)C)cc1 (configuration not stated) is entered as -6% | 15% | -2% | 0% | -2% | 8% | 2%
# CCN1CCN(c2ncc3c(n2)CCN(Cc2cc(Br)cs2)C3)CC1 is entered as ? | -23% | 1% | -1% | -9% | 7% | -7%

# (next part)
item	compound	NTMT1 inhibitor	p53null 39C tox	B2AR arrestin ag	GALK inh	TSG101-PTAP inh	p53null 32C kill	FH mod
25	COc1ccc(Cl)cc1NC(=O)c1c(NCc2cccs2)sc2c1CCCC2	?	12%	2%	-3%	1%	14%	-15%
26	Cc1ccc(Cl)cc1NC(=O)NC1COc2ccccc2C1 (configuration not stated)	5%	-2%	0%	?	-8%	2%	0%
27	CCN(C(=O)Cn1ncc2c(=O)oc3ccccc3c21)c1ccccc1F	-5%	8%	0%	-1%	-2%	7%	-1%
28	O=C(NCc1ccccc1)C1CCN(S(=O)(=O)c2ccc3[nH]c(=O)ccc3c2)CC1	28%	21%	0%	2%	-7%	3%	3%
29	Cc1ccc2nc3c(cc(C(=O)NCC4CCCO4)c(=N)n3C(C)C)c(=O)n2c1 (configuration not stated)	-9%	33%[activator]	-1%	1%	-3%	6%	3%
30	Cc1ccc(-c2nn3c(-c4ccc(C)cc4)nnc3c3ccccc23)cc1	7%	12%	1%	2%	0%	0%	6%
31	CCc1ccc(S(=O)(=O)c2cn(C)c3cc(N4CCN(CC)CC4)c(F)cc3c2=O)cc1	0%	0%	-1%	-7%	-10%	-8%	5%
32	O=C(COc1ccccc1)NCC(c1ccc(Cl)cc1)N1CCCCC1 (configuration not stated)	-2%	-11%	-4%	4%	1%	-9%	-18%

# Along the list, quoted from above.
# Nos. 26–32 in B2AR arrestin ag read 0%, 0%, 0%, -1%, 1%, -1%, -4%

# Remaining list, next part.
item	compound	NTMT1 inhibitor	p53null 39C tox	B2AR arrestin ag	GALK inh	TSG101-PTAP inh	p53null 32C kill	FH mod
33	CCC(=O)N1CCc2cc(S(=O)(=O)NC(CC(C)C)C(=O)Nc3cccc(C)c3C)ccc21 (configuration not stated)	-7%	-9%	1%	8%	0%	1%	-1%
34	O=C1CSC2(C(=O)N(Cc3ccccc3F)c3ccccc32)N1c1cccc(C(F)(F)F)c1 (configuration not stated)	2%	38%[activator]	-1%	1%	-1%	23%	-18%
35	COc1ccc(-n2cc(-c3ccccc3)c3c(NC4CCCC4)ncnc32)cc1	-2%	-5%	-1%	2%	0%	22%	?
36	CN(C(=O)CCNC(=O)Cn1cnc2ccccc2c1=O)c1ccccc1F	11%	-9%	1%	-3%	-2%	3%	0%
37	O=C(Cn1ncc2c3ccccc3n(Cc3ccccc3)c2c1=O)NC1CCCCCC1	0%	-12%	0%	2%	-1%	-10%	1%
38	CC(C)Sc1ncc(Cl)c(C(=O)Nc2ccc(S(=O)(=O)N(C)c3ccccc3)cc2)n1	6%	-10%	-1%	0%	1%	1%	-10%
39	Cc1ccc(NC(=O)c2cnn(-c3ccc(C)c(C)c3)c2C2CCN(C(=O)OC(C)(C)C)CC2)c(C)c1	-1%	35%[activator]	0%	6%	0%	8%	?
40	CCCC1=Nc2cc(C(=O)NCc3ccccc3)ccc2Sc2ccccc21	8%	13%	-1%	-8%	1%	18%	?
41	CCOc1ccc(CCNC(=O)c2[nH]c3cc(OC)ccc3c2Sc2ccccc2)cc1OCC	4%	3%	-3%	4%	-4%	-7%	?
42	CC(C)C(=O)OCc1cc(=O)n2nc(C3CCCCC3)sc2n1	-1%	-26%	0%	1%	2%	-4%	-17%
43	Cc1cc(C)cc(N(C)S(=O)(=O)c2nnc(NC(=O)COc3ccc(C)c(C)c3)s2)c1	8%	-6%	0%	-3%	1%	9%	-17%
44	CCC(=O)N1CCc2cc(Br)cc(S(=O)(=O)N3CCCC(C(=O)Nc4ccc(C(C)C)cc4)C3)c21 (configuration not stated)	1%	-14%	-2%	-16%	-3%	4%	-15%
45	COc1ccccc1OCCn1c(COc2cc(C)ccc2C)nc2ccccc21	5%	-26%	0%	-3%	2%	-9%	-10%
46	CCOc1ccc(C2CC(=O)NC(NC(=O)c3ccc(C)cc3)=N2)cc1 (configuration not stated)	3%	-11%	-1%	-8%	0%	-8%	3%
47	Cc1cc(C)cc(NC(=O)N2CCN3CCCCC3C2)c1 (configuration not stated)	-7%	10%	0%	0%	0%	2%	1%
48	CCC(C(=O)Nc1c(C)cc(C)cc1C)n1c(=O)c(-c2ccccc2NC(C)=O)nc2ccccc21 (configuration not stated)	89µM*	21%	-2%	1%	-1%	-2%	-8%
49	COc1ccc(NC(=O)C2=C(C)Nc3nc(CCCO)nn3C2c2ccc(O)cc2)cc1 (configuration not stated)	16%	10%	-1%	-1%	-1%	3%	7%
50	Cc1ccc(NC(=O)c2cn3c4c(ccc(Cl)c4c2=O)OC(C)C3)c(C)c1 (configuration not stated)	-4%	-9%	2%	0%	0%	2%	3%
51	Cc1cccc(Nc2c3c(nc4nncn24)CCC3)c1	-19%	-12%	-1%	6%	0%	-3%	8%
52	CCCN(CCC)CC(O)Cn1cc(/C=C/C(=O)c2ccc(Br)cc2)c2ccccc21 (configuration not stated)	-28%	-18%	-3%	6%	-4%	9%	7%
53	O=C(Nc1nnc(S(=O)(=O)Nc2ccccc2)s1)C1CCCCC1	-3%	-15%	2%	2%	2%	1%	3%
54	O=C(NCCSCc1cccc(Cl)c1)C1CCN(S(=O)(=O)Cc2ccccc2)CC1	·	29%	-1%	-12%	-4%	-4%	·
55	COc1ccc(-c2noc(CN(C(=O)c3ccccc3Cl)C(C)C)n2)cc1	-1%	-6%	0%	3%	0%	18%	?

# An excerpt, so the mix of outcomes need not match the whole.
